# High-throughput results as filed in PubChem.
# Mtb UGM inh – inhibitors of M. tuberculosis UDP-galactopyranose mutase; inhibition, % at 10 µM; AID 504406; purified UGM, fluorescence polarization probe displacement; P9WIQ1; 320,000 compounds, 0.06% hits; in the data active = inhibition above about 10%, passing the limit was not always enough
# Target sequence (P9WIQ1 whole entry, looked up): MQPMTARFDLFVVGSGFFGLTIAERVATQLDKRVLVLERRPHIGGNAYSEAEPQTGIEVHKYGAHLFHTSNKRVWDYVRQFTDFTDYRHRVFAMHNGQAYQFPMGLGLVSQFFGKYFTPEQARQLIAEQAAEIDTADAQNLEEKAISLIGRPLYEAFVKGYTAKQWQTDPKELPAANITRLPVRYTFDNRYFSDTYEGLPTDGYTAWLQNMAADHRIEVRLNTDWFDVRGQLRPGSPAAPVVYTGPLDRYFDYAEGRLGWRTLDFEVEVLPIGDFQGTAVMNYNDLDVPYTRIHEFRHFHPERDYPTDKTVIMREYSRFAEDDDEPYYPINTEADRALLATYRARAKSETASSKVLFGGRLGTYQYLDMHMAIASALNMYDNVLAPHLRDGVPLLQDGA
# Mtb BioA inh – inhibitors of Mycobacterium tuberculosis BioA enzyme. purified M. tuberculosis BioA enzyme, plate reader. inhibition, % at 9.99 µM. 360,000 compounds, 0.096% hits. AID 602481; in the data active = inhibition above about 40%
# Rv3671c protease – inhibits the M. tuberculosis serine protease Rv3671c; P9WHR9; inhibition, % at 5.96 µM; 320,000 compounds, 0.048% hits; in the data active = inhibition above about 38%;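 note: extracellular domain of Rv3671c used as enzyme; 0% = enzyme with DMSO and 100% = no enzyme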
# CCHF vOTU inh – CCHFV vOTU protease inhibition | Pep-AMC fluorescence | inhibition, % at 11.5 µM | 370,000 compounds, 0.55% hits | AID 651958; note: 0% = vehicle wells with enzyme and 100% = no enzyme wells
# GDH-TPI inh – inhibits GDH-TPI coupling enzymes, artifact for Mtb FBA screen; GDH-TPI coupled enzyme counterscreen, NADH absorbance; 360,000 compounds, 1.2% hits; inhibition, % at 4.8 µM;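 note: 0% = DMSO wells and 100% = wells lacking the enzyme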
# BoNT-F LC inh – blocks Botulinum neurotoxin F light chain protease | Multiplex microsphere protease cleavage assay, flow cytometry | inhibition, % at 10 µM | 360,000 compounds, 0.22% hits | AID 588497; in the data active = inhibition above about 35%, passing the limit was not always enough; note: plate controls were buffer without enzyme for full effect and enzyme alone for no effect
# VHR inh abs – blocks human VHR1 dual specificity phosphatase; P51452; recombinant VHR phosphatase, pNPP absorbance; inhibition, % at 13.3 µM; 290,000 compounds, 0.52% hits; in the data active = inhibition above about 50%; note: some compounds called inactive have numbers as strong as hits
# Target sequence (P51452 whole entry, looked up): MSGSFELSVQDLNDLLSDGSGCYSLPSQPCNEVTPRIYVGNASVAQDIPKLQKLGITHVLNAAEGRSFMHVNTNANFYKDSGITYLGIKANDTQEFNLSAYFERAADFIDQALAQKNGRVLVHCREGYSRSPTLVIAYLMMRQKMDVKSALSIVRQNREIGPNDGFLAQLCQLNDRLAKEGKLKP
# MazEF act – activators of E. coli MazEF toxin-antitoxin RNase. FAM/BHQ RNA-DNA oligo cleavage fluorescence, 5 h. activation, % at 20 µM. 350,000 compounds, 0.32% hits; in the data active = activation above about 50%
# Target sequence (P0AE70 whole entry, looked up): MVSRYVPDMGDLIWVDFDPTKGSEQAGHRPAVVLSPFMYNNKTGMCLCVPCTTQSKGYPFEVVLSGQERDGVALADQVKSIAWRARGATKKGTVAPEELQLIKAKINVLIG
# FBA Mtb inh – inhibits M. tuberculosis FBA enzyme; P9WQA3; inhibition, % at 1 µM; AID 588726; 360,000 compounds, 2.3% hits; purified M. tuberculosis FBA, fluorescence read-out; in the data active = inhibition above about 27%;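 note: 0% = vehicle and 100% = reference inhibitor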
# Target sequence (P9WQA3 whole entry, looked up): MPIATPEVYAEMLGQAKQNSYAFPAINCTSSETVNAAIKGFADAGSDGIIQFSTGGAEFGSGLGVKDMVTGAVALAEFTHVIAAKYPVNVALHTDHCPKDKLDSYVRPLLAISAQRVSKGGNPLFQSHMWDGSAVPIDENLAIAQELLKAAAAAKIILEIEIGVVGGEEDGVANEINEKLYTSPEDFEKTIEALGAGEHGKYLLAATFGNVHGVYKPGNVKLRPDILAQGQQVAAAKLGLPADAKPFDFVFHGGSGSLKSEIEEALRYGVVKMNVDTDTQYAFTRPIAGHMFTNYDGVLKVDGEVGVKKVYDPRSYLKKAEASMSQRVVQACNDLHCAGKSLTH
# FadD28 binding – blocks FadD28 binding to the bisubstrate probe | fluorescence polarization | 360,000 compounds, 0.22% hits | inhibition, % at 12.5 µM; in the data active = inhibition above about 8.5%, passing the limit was not always enough
# The depositor's hits bear a star; . = not tested or not shown. Cut-off read from the data, not from the text of the source, unless noted: active = inhibition above about 30%; inactive = the rest.
SMILES,Mtb UGM inh,Mtb BioA inh,Rv3671c protease,CCHF vOTU inh,GDH-TPI inh,BoNT-F LC inh,VHR inh abs,MazEF act,FBA Mtb inh,FadD28 binding
CCCN(Cc1nnc(-c2ccccc2Cl)o1)C(=O)COc1ccc(Cl)cc1,-1.4,-1.6,-2,3,-2,-9,.,7,-2,-2.0
CCOc1ccc(-c2csc(N)c2C(=O)OC)cc1,-3.4,-0.6,3,11,-1,7,23,3,2,-2.5
COc1ccc(-c2nn(-c3ccccc3)cc2/C=N/n2cnnc2)cc1OC,-0.3,.,-2,-7,14,-3,2,13,2,-1.8
COc1ccc(CNC(=O)C2CCN(S(=O)(=O)c3ccc4c(c3)CC(C)N4C(=O)C3CC3)CC2)cc1 (stereo not given),-1.4,-0.6,-1,-4,4,4,27,8,-1,-3.9
N#Cc1ccc(-c2nc3ccc(Cl)cn3c2Cc2ccccc2C(F)(F)F)cc1,.,-2.1,.,17,.,2,.,.,10,-5.7
COc1cc(SC)ccc1C(=O)Nc1cccc(C)n1,-2.5,-0.6,-4,-1,27,-6,26,0,0,-20
O/N=C/c1cn(-c2ccccc2)nc1-c1ccc2c(c1)OCCO2,-0.1,0.8,-9,13,7,12,25,-13,1,-5.5
CCOC(=O)c1c(C)[nH]c(C(=O)COC(=O)CN2C(=O)C3CCCCC3C2=O)c1C (stereo not given),0.9,-1.0,-4,6,6,-1,18,-6,0,-0.4
COc1cc(C#N)ccc1OCC(=O)N1CCc2ccccc2C1,-1.8,0.2,3,13,2,0,20,13,-2,-3.2
CCCCC(=O)NCCc1ccc(OC)cc1,1.2,-1.9,-2,6,-1,6,-16,5,-5,-1.6
COc1cc(OC)cc(C(=O)NC(=S)Nc2nnn(C)n2)c1,2.7,.,6,-5,5,-2,16,9,1,-3.7
Cc1c(S(=O)(=O)N2CCc3ccccc3C2)c(=O)n(C)c(=O)n1C,2.2,0.3,-4,1,13,-10,12,-2,5,-2.4
N#Cc1ccccc1NC(=O)CSc1nnc(-c2ccc(F)cc2)n1-c1ccccc1,.,0.0,.,3,7,17,5,-32,0,-2.4
Cc1cc(C(=O)NNC(=S)NC(=O)/C=C/c2ccccc2Cl)n[nH]1,0.9,0.8,8,-13,15,1,0,-9,3,-1.5
CCN1CCN(S(=O)(=O)c2ccc(Cl)c(C(=O)N(C)Cc3ccc(F)cc3)c2)CC1,-0.6,-0.6,3,9,-10,-6,.,5,-1,-5.3
CCc1ccc(NC(=O)CSc2ccccn2)cc1,2.8,.,9,10,-3,0,16,-2,-4,1.7
Cc1noc(C)c1CSCC(=O)N(C)CC(=O)Nc1ccc(Cl)cc1,0.0,7.2,5,1,7,5,-33,3,2,-3.8
Cc1ccc(OCc2cc(C(=O)N(C)CCc3ccccc3)no2)cc1C,0.7,1.5,-9,3,12,0,18,2,1,-2.2
COc1ccc2[nH]c3c(NCc4ccco4)ncnc3c2c1,-2.6,.,-7,.,.,.,21,-6,.,.
CCOC(=O)CS(=O)(=O)c1ccc(C(F)(F)F)cn1,0.8,.,1,14,8,-2,11,-6,-1,-1.6
CC[C@H]1CN2CC[C@@]3(C(=O)Nc4ccccc43)[C@@H]2C[C@@H]1/C(=C\OC)C(=O)OC,-1.8,-1.4,-5,.,4,2,.,3,2,-1.3
CC(C)(C)Nc1c([N+](=O)[O-])c(=O)sc2ccccc12,-0.1,-0.1,-1,-2,4,-1,3,-11,2,-0.4
O=c1[nH]c2cc3c(cc2cc1C(c1nnnn1C1CCCC1)N1CCCc2ccccc21)OCCO3 (stereo not given),.,-1.2,.,-8,8,-22,34,-2,4,-3.8
COc1cc(-c2nnc(NC(=O)c3ccc(S(=O)(=O)N4CCOCC4)cc3)o2)cc(OC)c1OC,-0.5,.,-1,5,.,.,18,.,.,.
COC(=O)C(C)n1cnc2c(nnn2-c2ccccc2)c1=O (stereo not given),5.1,0.3,1,.,-5,-3,33,6,0,-0.9

# Some entries already given, reduced to Rv3671c protease, CCHF vOTU inh and Mtb BioA inh.
Structure | Rv3671c protease | CCHF vOTU inh | Mtb BioA inh
N#Cc1ccc(-c2nc3ccc(Cl)cn3c2Cc2ccccc2C(F)(F)F)cc1 | . | 17 | -2.1
COc1cc(SC)ccc1C(=O)Nc1cccc(C)n1 | -4 | -1 | -0.6

# Next section
SMILES,Mtb UGM inh,Mtb BioA inh,Rv3671c protease,CCHF vOTU inh,GDH-TPI inh,BoNT-F LC inh,VHR inh abs,MazEF act,FBA Mtb inh,FadD28 binding
Clc1cccc(Cl)c1Cl,1.4,-1.8,2,0,1,-6,.,7,2,0.9
CCSc1ccc2c(c1)N(CCCN1CCN(C)CC1)c1ccccc1S2,-3.1,4.4,5,2,0,-10,.,39,3,-2.2
CCCCCCCCSc1nnc2[nH]c(=O)cc(N)n12,1.2,.,-3,-5,9,-2,-5,-6,6,0.6
COc1ccc(-c2oc3ccccc3c2C(=O)OCc2ccccc2OC)cc1,-0.9,-3.7,-21,-39,31*,3,24,-2,73*,-1.3
CCOc1ccc(NC(=O)Cn2nc(C(N)=O)c3ccccc3c2=O)cc1S(=O)(=O)N1CCCC1,-1.3,0.5,1,-3,10,-1,.,5,2,-0.8
CCn1c(SCC(=O)OCC(=O)N2c3ccccc3NC(=O)C2(C)C)nnc1-c1ccco1,0.8,-0.4,-1,-8,-2,-5,34,-2,-3,-4.3
COc1ccc(NC(=O)Nc2ccc3c(c2)CCC3)c(OC)c1,-2.9,0.4,-5,8,-6,0,-11,57*,2,-1.1
CN(c1ccccc1)S(=O)(=O)c1ccc(NC(=O)c2ccc(F)cc2)cc1,-0.3,.,-35,6,4,0,.,2,-1,-10
Cc1cc(O)c(-c2n[nH]c3c2C(c2cccc(O)c2)N(Cc2cccnc2)C3=O)cc1Cl (stereo not given),-5.0,6.8,-31,8,2,-9,3,30,2,-6.2
O=C1CCCCC1S(=O)(=O)c1ccccc1 (stereo not given),0.2,.,-4,1,7,-6,2,-22,2,-4.0
CC(C)N(CCNC(=O)c1ccc(NC2=NC3CS(=O)(=O)CC3S2)cc1)Cc1ccco1 (stereo not given),-3.5,0.8,2,4,4,1,-2,-2,2,-2.9
CSCCC(NC(=O)COc1ccccc1)C(=O)NCCOc1ccccc1 (stereo not given),1.3,-0.4,-8,-5,3,-1,.,2,-4,-1.3
CCOc1ccc(Nc2ncnc3c2nnn3Cc2ccccc2)cc1,2.9,-5.0,0,2,17,-1,16,2,2,0.0
OCCN=C1CCCc2c1[nH]c1ccc(Cl)cc21,-2.1,.,-3,-12,15,.,-21,7,16,-3.1
CNc1nc(N/N=C/c2cc3c(cc2[N+](=O)[O-])OCO3)nc(Nc2ccccc2)n1,0.5,.,2,8,-3,2,-1,3,-7,-2.4
Cc1ccc(NC(=O)N2CCCCC2)cc1[N+](=O)[O-],1.7,6.2,-5,-2,1,4,-4,-1,4,-2.9
COC(=O)c1ccccc1-c1ccc(C(c2c(C)[nH][nH]c2=O)c2c(C)[nH][nH]c2=O)o1,4.3,.,-204,43*,6,0,13,-3,0,-3.2
O=c1cc(-c2ccc(Cl)cc2)oc(=O)[nH]1,3.4,.,-3,-1,-5,.,5,8,-1,-0.7
CC(C)CCN1CCN(Cc2ccc(N3CCNC3=O)cc2)CC1CCO (stereo not given),2.7,.,2,-7,-10,-4,44,-10,6,-2.7
O=C(CCc1ccccc1)Nc1ccc(N2CCOCC2)cc1,-0.3,-0.4,3,-8,9,-34,-11,0,3,1.0
O=c1c2ccccc2n(Cc2ccc(F)cc2)c(=O)n1C1CCCC1,2.0,-1.1,0,4,4,2,-5,-8,0,-4.3
Cc1ccccc1NC(=O)c1ccno1,0.7,7.6,5,14,3,4,25,10,-4,-1.9
CC(=O)Nc1ccc(C(=O)Nc2ccc(S(=O)(=O)N3CCCC3)cc2)cc1,2.1,-0.7,-9,4,6,-2,22,3,-1,1.3
Cc1ccc(NC(=O)Nc2nc3ccccc3s2)cc1NC(=O)Nc1nc2ccccc2s1,0.2,-1.6,-23,-7,-2,12,19,-35,0,0.0
Cc1ccc([N+](=O)[O-])cc1N(CC(=O)N1CCCCC1)S(C)(=O)=O,-5.8,.,14,0,2,-1,1,6,0,-0.5

# Quoted at random: two compounds from above
SMILES,Mtb UGM inh,Mtb BioA inh,Rv3671c protease,CCHF vOTU inh,GDH-TPI inh,BoNT-F LC inh,VHR inh abs,MazEF act,FBA Mtb inh,FadD28 binding
CC(C)N(CCNC(=O)c1ccc(NC2=NC3CS(=O)(=O)CC3S2)cc1)Cc1ccco1 (stereo not given),-3.5,0.8,2,4,4,1,-2,-2,2,-2.9
COc1ccc(NC(=O)Nc2ccc3c(c2)CCC3)c(OC)c1,-2.9,0.4,-5,8,-6,0,-11,57*,2,-1.1

# (listing goes on)
SMILES,Mtb UGM inh,Mtb BioA inh,Rv3671c protease,CCHF vOTU inh,GDH-TPI inh,BoNT-F LC inh,VHR inh abs,MazEF act,FBA Mtb inh,FadD28 binding
COc1ccc(CC(NC(=O)c2ccccc2)C(=O)NCC(=O)O)cc1 (stereo not given),3.5,-0.7,0,-10,-11,-3,38,-4,1,-2.3
O=C(Nc1ccccc1-c1ccccc1)c1ccc(NC(=O)c2ccco2)cc1,1.7,-0.2,-29,5,0,-13,11,16,0,-5.9
CCOc1ccccc1-n1c(=S)sc2c(=O)n(-c3ccc(C)cc3)c(=S)[nH]c21,0.7,.,0,-4,2,-6,28,1,-3,-2.9
O=[N+]([O-])c1cnccc1Nc1ccc(F)cc1,0.0,-0.1,-10,1,9,-12,13,5,9,0.5
CCOc1ccccc1/C=C/c1onc(C)c1S(=O)(=O)N1CCC(C(=O)N(CC)CC)CC1,1.0,-3.3,-5,26,22,2,-22,2,-1,-3.6
Cc1ccc(NC(=O)Cn2nc(C)c([N+](=O)[O-])c2C)cc1Cl,.,.,.,10,-5,-6,10,4,2,-6.3
CCOc1ccc(OCCC(=O)OCC(=O)Nc2ccc3c(c2)OCO3)cc1,-0.2,.,-1,-3,4,-2,.,3,0,-0.4
COc1ccc(Br)c(C=O)c1OS(=O)(=O)c1ccc(C)cc1,.,.,.,15,15,1,.,37,0,-1.0
CC1CCC2(CC1)NC(=O)N(CC(=O)N1CCc3ccccc3C1)C2=O (stereo not given),0.8,-1.1,7,0,10,0,23,0,1,-3.2
O=C(CC(Nc1cccc(Cl)c1Cl)C(=O)O)c1ccccc1 (stereo not given),-0.2,2.0,2,1,-1,-5,17,-1,-1,0.1
C/C(=C/c1ccccc1)C(=O)N1CCC(C)CC1,-0.3,-1.2,-2,-6,-2,-12,-1,2,4,1.9
C=CCn1c(SCC(=O)c2cc(C)n(CCOC)c2C)nc2sc(C)c(C)c2c1=O,2.0,0.5,2,-3,1,-6,7,-7,7,-2.3
Cn1c(CNC(=O)CCNC(=O)c2cccc(Br)c2)cc(=O)n(C)c1=O,-2.8,-2.7,-3,10,16,-5,73,0,0,-1.1
Cc1ccccc1CNC(=O)C1CCC(=O)N(Cc2cccc(F)c2)C1 (stereo not given),-4.8,-3.8,-2,10,8,-1,14,2,2,-2.0
CC(C(=O)N1CCN(c2ccc([N+](=O)[O-])cc2)CC1)N1C(=O)C2CC=CCC2C1=O (stereo not given),0.2,.,3,1,1,-4,-3,9,-11,-4.3
CCOC(=O)C1C(=O)NC(N2CCN(Cc3ccccc3)CC2)=NC1c1ccccc1 (stereo not given),0.9,.,-5,3,-7,-8,29,-7,2,-3.7
CCc1nnc(NC(=O)CSc2nnc(CNc3ccc(OC)cc3)n2CC)s1,1.6,.,7,-5,2,-3,19,4,2,-2.0
O=C(Nc1ncc2c(n1)-c1ccccc1CC2)c1ccc(Cl)cc1,0.4,1.8,-6,-2,15,3,27,0,7,-5.0
O=C(/C=C/c1ccccc1Cl)Nn1cnc2ccccc2c1=O,-0.8,.,2,-2,12,0,-2,0,3,-1.5
Cc1cc(C(=O)NCC(=O)O)c(C)o1,-0.6,-1.8,4,-13,6,7,47,-2,-2,-0.8
